Assay outcomes: PubChem BioAssay, NMMLSC
ABCG2 inh – blocks JC-1 efflux by human ABCG2 transporter; IgMXP3 cells, flow cytometry; inhibition, % at 6.6 µM; 190,000 compounds, 0.1% hits;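 active means inhibition above 80%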;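 further: 0% = DMSO and 100% = nicardipine control wells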
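Test system: ABCG2 IgMXP3 and barcoded ABCB1 CCRF-Adr cell mix; Schedule: cells with compound and JC-1, 10 min at 25 °C, rotating, no wash; Technique: flow cytometry of retained JC-1 fluorescence; Measure: % inhibition of efflux relative to nicardipine and DMSO; Controls: nicardipine high and DMSO low controls.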
Bim-Bcl-W – inhibitors of Bim-Bcl-W interaction, human; bead-based flow cytometry, Bim peptide-Bcl-W binding; Q92843; AID 952; inhibition, % at 10 µM; 190,000 compounds, 0.02% hits;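 further: 0% = bound tracer without compound and 100% = peptide blocker; higher means less fluorescent Bim peptide bound to Bcl-W beads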
Bcl-XL Bim block – human Bim-Bcl-XL interaction inhibition. Q07817. Bim peptide-Bcl-XL binding, bead flow cytometry, fluorescence. inhibition, % at 10 µM. 190,000 compounds, 0.04% hits. AID 1007
Target sequence (Q07817 whole entry, looked up): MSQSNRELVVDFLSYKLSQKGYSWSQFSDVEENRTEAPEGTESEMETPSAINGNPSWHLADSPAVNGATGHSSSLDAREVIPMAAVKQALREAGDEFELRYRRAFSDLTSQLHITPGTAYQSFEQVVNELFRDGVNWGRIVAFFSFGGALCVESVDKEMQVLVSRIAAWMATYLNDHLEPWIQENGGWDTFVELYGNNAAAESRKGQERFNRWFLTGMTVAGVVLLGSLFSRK
ABCB1 block – blocks JC-1 efflux by human ABCB1 transporter. P08183. CCRF-Adr cells, flow cytometry. inhibition, % at 6.6 µM. 190,000 compounds, 0.067% hits. AID 1326; in the data active means inhibition above about 40%;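 further: 0% = vehicle and 100% = reference inhibitor; higher value means more JC-1 retained so stronger ABCB1 efflux block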
Bcl-B Bim block – disrupts Bim peptide binding to human Bcl-B; Q9HD36; bead-based flow cytometry; inhibition, % at 10 µM; 190,000 compounds, 0.073% hits; AID 951;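 further: 0% = tracer peptide without compound and 100% = reference inhibitor peptide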
Mcl-1 Bim block – disrupts Bim peptide binding to human Mcl-1; Bead-based flow cytometry, Bim peptide-Mcl-1 binding; inhibition, % at 10 µM; Q07820; 190,000 compounds, 0.1% hits;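 further: 0% = no compound tracer wells and 100% = peptide blocker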
Target sequence (Q07820 whole entry, looked up): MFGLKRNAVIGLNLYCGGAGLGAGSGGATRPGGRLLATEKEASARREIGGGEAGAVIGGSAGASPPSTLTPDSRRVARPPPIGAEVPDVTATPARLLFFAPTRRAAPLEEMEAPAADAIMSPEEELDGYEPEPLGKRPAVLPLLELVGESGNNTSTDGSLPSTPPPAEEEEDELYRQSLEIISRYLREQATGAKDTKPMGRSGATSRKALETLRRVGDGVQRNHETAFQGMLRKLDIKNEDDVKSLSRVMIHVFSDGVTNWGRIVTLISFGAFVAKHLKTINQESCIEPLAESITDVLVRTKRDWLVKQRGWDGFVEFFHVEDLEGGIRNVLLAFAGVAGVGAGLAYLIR
RGS7-Gao – regulators of human RGS7-Galphao interaction | Multiplexed bead flow cytometry, RGS7-Galphao binding; actives lie on both sides | binding response (% of control), % at 10 µM | 220,000 compounds, 0.35% hits | AID 1439; in the data active means binding response below about 49% or above about 150%; inconclusive means no clear call, values can overlap the other calls; inactive means in between;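 further: fluorescent Galphao held in activated GDP-AlF4 state binding bead-coupled RGS7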
Target sequence (P09471 whole entry, looked up): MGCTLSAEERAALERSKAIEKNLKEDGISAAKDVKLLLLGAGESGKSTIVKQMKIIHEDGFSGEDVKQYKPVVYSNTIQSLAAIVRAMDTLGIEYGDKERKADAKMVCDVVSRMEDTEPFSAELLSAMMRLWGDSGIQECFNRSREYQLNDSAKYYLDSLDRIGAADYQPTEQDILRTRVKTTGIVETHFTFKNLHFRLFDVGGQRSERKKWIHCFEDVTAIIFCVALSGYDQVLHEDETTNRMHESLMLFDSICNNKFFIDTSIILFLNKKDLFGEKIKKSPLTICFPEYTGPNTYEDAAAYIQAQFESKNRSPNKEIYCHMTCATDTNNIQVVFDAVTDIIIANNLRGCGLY
Bim-Bfl-1 – human Bim-Bfl-1 interaction inhibition; Q16548; Bead-based flow cytometry, Bim-Bfl-1 binding inhibition; inhibition, % at 10 µM; 190,000 compounds, 0.12% hits;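 further: 0% = wells without compound plus tracer and 100% = blocker peptide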
RGS4-Gao reg – modulates binding of RGS4 to human Galphao; 220,000 compounds, 0.33% hits; binding response (% of control), % at 10 µM; P09471; Multiplexed bead flow cytometry; actives lie on both sides; AID 1415; in the data active means binding response below about 49% or above about 150%; inactive means in between;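 further: fluorescent Galphao activated with aluminum fluoride binding bead-coupled RGS4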
RGS8-Gao reg – regulators of human RGS8-Galphao interaction. P09471. multiplexed bead flow cytometry, RGS8-Galphao binding; actives lie on both sides. response (percent of control binding), % at 10 µM. 220,000 compounds, 0.34% hits. AID 1423; in the data active means response below about 60% or above about 140%; inactive means in between;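 further: Galphao activated as the GDP aluminium fluoride complex binding bead-coupled RGS8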
Bcl-2 Bim block – human Bim-Bcl-2 interaction inhibition | P10415 | Bead-based flow cytometry, Bim peptide-Bcl-2 binding | inhibition, % at 10 µM | 190,000 compounds, 0.06% hits | AID 950; in the data active means inhibition above about 40%; inconclusive means no clear call, values can overlap the other calls;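 further: 0% = no compound wells with probe peptide and 100% = reference peptide inhibitor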
Numbers without * were called inactive; ? = inconclusive; / = not tested or not shown. Unless noted, no stated cut-off is given here; in the data, active means inhibition above about 40%. Random draw from the library. About 0.94% of those tested had a hit in this group.

SMILES | ABCG2 inh | Bim-Bcl-W | Bcl-XL Bim block | ABCB1 block | Bcl-B Bim block | Mcl-1 Bim block | RGS7-Gao | Bim-Bfl-1 | RGS4-Gao reg | RGS8-Gao reg | Bcl-2 Bim block
CC(O)CN1CC(O)=C(c2nc3ccccc3s2)C1=N (stereo not drawn) | 8 | 0 | -2 | -0.1 | -3 | -1 | 95 | -3 | 95 | 98 | -1
Cc1nn(Cc2ccc(Cl)cc2)c(C)c1NC(=O)/C=C/c1cnn(C)c1 | 8 | -6 | -9 | / | -10 | -2 | 95 | 0 | 94 | 84 | 0
O=C(Oc1cccnc1)c1cccc(Cl)c1 | 1 | 2 | 9 | 0.4 | -6 | -2 | 104 | -14 | 107 | 106 | -6
Cn1c(=O)c2c(nc(CN3CCN(Cc4ccccc4)CC3)n2CCN2CCOCC2)n(C)c1=O | 0 | -1 | -2 | -0.3 | -3 | 0 | 94 | -12 | 98 | 99 | -5
Cc1cc(C(=O)Nc2sc(C)c(C)c2C#N)c(C)o1 | 4 | 2 | -3 | 0.5 | -6 | -1 | 96 | -12 | 97 | 96 | -8
NNc1nc(-c2ccccc2)nc2sc3c(c12)CCCC3 | 9 | 0 | 0 | 0.9 | -3 | 0 | 105 | -7 | 103 | 103 | -1
CCOC(=O)C1=C(O)/C(=C\c2cc(C)n(-c3ccccc3F)c2C)N=C1C | 5 | -3 | -5 | 0.6 | 3 | -2 | 116 | 4 | 107 | 108 | 2
COc1ccc(C(=O)NC2CCCc3ccccc32)cc1S(=O)(=O)N1CCOCC1 (stereo not drawn) | -1 | -1 | -2 | -0.4 | 0 | 0 | 102 | 2 | 101 | 103 | 0
O=C(COc1ccc([N+](=O)[O-])cc1)Nc1ccc(C(=O)NCc2cccnc2)cc1 | 0 | 0 | 0 | 0.0 | 1 | 0 | 105 | 0 | 103 | 103 | 3
Cc1ccc2[nH]c(=O)c(CN(Cc3cccs3)S(=O)(=O)c3ccc4c(c3)OCCO4)cc2c1 | 23 | -4 | -4 | 0.9 | -10 | -3 | 96 | -4 | 94 | 98 | -5
O=C(CCCOc1ccccc1)Nc1ncccn1 | 9 | 0 | 2 | 0.5 | 0 | 4 | 111 | 1 | 109 | 110 | 2
CCCCC(CC)C(=O)Nc1ccccc1C#N (stereo not drawn) | 3 | -1 | -2 | 1.1 | 0 | 0 | 111 | 0 | 113 | 104 | -3
CC1=Nc2cc(C(=O)O)ccc2Sc2c(C)ccc(C)c21 | 0 | -2 | -5 | 1.0 | -5 | 0 | 100 | -3 | 101 | 102 | 0
Cc1cccc(C(=O)NC(=S)NNC(=O)c2cccs2)c1 | -6 | 6 | 0 | -0.9 | -5 | -3 | 102 | 5 | 101 | 98 | 7
O=C(Nc1ccccc1)ON=C1CCCC1 | 3 | -5 | -10 | 0.1 | -7 | -5 | 91 | -2 | 95 | 95 | -3
CCOCC(=O)N1CCN(c2cccc(Cl)c2)CC1 | 2 | -1 | -1 | 1.0 | 0 | 1 | 99 | -5 | 99 | 101 | 1
Cc1ccc(C2=NN=C(NC(=O)CSc3nc(C)cc(C)n3)SC2)cc1 | 10 | -5 | -7 | 0.2 | -14 | -1 | 115 | -1 | 100 | 102 | -5
COC(=O)c1cn(Nc2ncc(C(F)(F)F)cc2Cl)c(=O)c2ccccc12 | 1 | 0 | -3 | 0.4 | -5 | 0 | 102 | -9 | 100 | 102 | -7
O=C(/C=C/c1ccc(F)cc1)N1CCN(c2ncccn2)CC1 | 11 | -1 | -1 | 1.1 | 0 | 1 | 97 | -2 | 102 | 102 | 0
COC(=O)c1cccc(CSc2nnc(C)s2)c1 | 1 | -4 | -5 | 0.1 | 8 | 0 | 98 | -2 | 97 | 99 | 6
O=C(COC(=O)c1ccc([N+](=O)[O-])s1)NC(=O)NCc1ccccc1 | 3 | -1 | -3 | 0.6 | -4 | 0 | 100 | 2 | 95 | 97 | 3
CC(/C=N\N1CCN(c2ccc(Cl)cc2)CC1)=C\c1ccccc1 | -1 | 1 | -2 | 0.1 | -8 | -1 | 101 | -9 | 100 | 104 | -8
COC(=O)c1sc(N)c(C(=O)OC)c1CSc1nnnn1C | 4 | 0 | -2 | 0.4 | -5 | 0 | 102 | -12 | 101 | 102 | -6
CCOC(=O)N1CCN(C(=O)C2CCN(S(=O)(=O)c3ccc(Br)s3)CC2)CC1 | 1 | 2 | 0 | 0.2 | -1 | 1 | 98 | -7 | 101 | 101 | 1
CN(C)S(=O)(=O)Oc1ccc(Cl)cc1C(=O)Nc1cccc(C(F)(F)F)c1 | 6 | 0 | -2 | 0.6 | 0 | -1 | 98 | -1 | 101 | 99 | -4
The list continues:
SMILES | ABCG2 inh | Bim-Bcl-W | Bcl-XL Bim block | ABCB1 block | Bcl-B Bim block | Mcl-1 Bim block | RGS7-Gao | Bim-Bfl-1 | RGS4-Gao reg | RGS8-Gao reg | Bcl-2 Bim block
Cc1ccc(Cn2c(SC(C)C(N)=O)nc3ccccc3c2=O)cc1 (stereo not drawn) | 1 | -2 | -2 | 0.3 | -4 | -1 | 103 | -5 | 101 | 106 | -1
Cc1nc(NCc2ccc3c(c2)OCO3)c2nnn(Cc3ccccc3)c2n1 | 30 | -3 | -6 | 0.2 | -4 | -3 | 99 | -25 | 104 | 101 | -8
CN(C(=O)c1ccco1)c1nc2c(s1)CCCC2 | 0 | 6 | 0 | 0.1 | -8 | -3 | 101 | -10 | 102 | 101 | -3
NC(=O)c1ccc[n+](Cc2ccccc2)c1 | 2 | -5 | -6 | -0.4 | -5 | -4 | 101 | -8 | 99 | 100 | -5
COc1cccc(NC(=O)c2cccnc2)c1 | 11 | 0 | 0 | 1.5 | -1 | 0 | 97 | 1 | 96 | 98 | 1
CCC(C)NC(=O)c1ccc(CS(=O)(=O)Cc2ccc(Cl)cc2)o1 (stereo not drawn) | 7 | -2 | -4 | 1.5 | -8 | 0 | 99 | -10 | 101 | 99 | -7
Cc1cccc(C)c1NC(=O)C1(C)c2cccc[n+]2CC(=O)N1Cc1cccs1 (stereo not drawn) | 4 | 0 | -2 | 0.7 | -5 | 0 | ? | 0 | 104 | 100 | 0
c1ccc(COC2CCCN(Cc3nc(-c4cccs4)no3)C2)nc1 (stereo not drawn) | -1 | -2 | -4 | -0.4 | -3 | -2 | 95 | -7 | 95 | 96 | -3
O=C(NC1CCCC1)c1cnc2n(c1=O)CCS2 | 12 | 1 | 2 | 0.3 | 2 | 3 | 93 | 0 | 99 | 87 | 0
Cc1ccc(CN2C(=O)CCC2C(=O)NCCCN2CCC(C)CC2)cc1 (stereo not drawn) | 1 | 1 | -3 | 0.2 | -7 | 2 | 105 | -5 | 101 | 99 | -6
CCS(=O)(=O)c1nc2ccccc2n1CC(=O)N1CCCCC1 | -2 | 0 | -10 | 0.2 | -8 | -5 | 100 | -23 | 99 | 101 | -10
COc1ccc(C(=O)Nc2nnc(-c3ccccc3)o2)cc1OC | 41 | 0 | -4 | 0.5 | -11 | -2 | 101 | -10 | 103 | 101 | -8
N#Cc1ccc(C(=O)Nc2cccc(NC(=O)c3ccco3)c2)c(F)c1 | 2 | 2 | -2 | 0.4 | -2 | 0 | 94 | -4 | 98 | 101 | -2
COc1ccccc1N(CC(=O)NCc1ccccn1)S(C)(=O)=O | 1 | -2 | -6 | 0.1 | -9 | -2 | 99 | -14 | 103 | 102 | -14
COc1ccc(NC(=O)N2CCN(c3cccc(C(F)(F)F)c3)CC2)cc1 | 10 | 0 | -1 | 0.6 | -4 | 0 | 99 | -5 | 98 | 101 | -6
Cc1nc(SCN2C(=O)c3ccccc3C2=O)n[nH]1 | 9 | -4 | -10 | 0.2 | -12 | -5 | 108 | -18 | 105 | 108 | -11
CCOc1ccc(C(=O)N/N=C/c2ccc(-c3ccc(S(=O)(=O)Nc4ncccn4)cc3)o2)cc1 | -1 | 3 | -5 | -0.1 | -7 | 0 | 98 | -10 | 99 | 100 | -4
C=C(C)C1CC=C(C)/C(=N/NC(=O)c2cccs2)C1 (stereo not drawn) | 1 | 0 | -1 | 0.0 | -1 | 2 | 99 | 1 | 103 | 102 | 0
CCOC(=O)NC(NS(=O)(=O)c1ccccc1)(C(=O)OCC)C(F)(F)F (stereo not drawn) | -1 | -5 | -8 | -0.2 | -5 | -7 | 98 | 0 | 98 | 96 | -1
CC(=O)N1CCn2c3c(c(=O)c4cc(C)ccc42)CCC31 (stereo not drawn) | 4 | 1 | -2 | 0.4 | -5 | 0 | 99 | -11 | 98 | 99 | -7
CCOC(=O)c1c(C)[nH]c(O)c1C=Nc1ccccc1 | 3 | 0 | 3 | 0.3 | -3 | 0 | 105 | -5 | 103 | 105 | 2
CC(C)C(NC(=O)c1ccc(F)cc1)C(=O)OCC(=O)N1CC(=O)Nc2ccccc21 (stereo not drawn) | 3 | -3 | -4 | -0.1 | -6 | -2 | 92 | -2 | 93 | 98 | -4
CCOCCCN1C(=O)CN(C2CCCCC2)C(=O)C1c1ccc(OC)c(OC)c1 (stereo not drawn) | 1 | 10 | 3 | 0.6 | 3 | 0 | 101 | 4 | 102 | 103 | 3
CCC1(CC)Cc2ccccc2C(N)=C1C#N | 8 | -1 | -6 | 0.7 | -8 | -4 | 112 | -19 | 102 | 102 | -9
O=S(=O)(c1ccc(Oc2ccc3oc4ccccc4c3c2)nc1)N1CCCC1 | 1 | -1 | -15 | 0.3 | -7 | -1 | 96 | -11 | 100 | 101 | -9

Whole records as entered above. Screens in order: ABCG2 inh | Bim-Bcl-W | Bcl-XL Bim block | ABCB1 block | Bcl-B Bim block | Mcl-1 Bim block | RGS7-Gao | Bim-Bfl-1 | RGS4-Gao reg | RGS8-Gao reg | Bcl-2 Bim block
Results for COc1cccc(NC(=O)c2cccnc2)c1 = 11 | 0 | 0 | 1.5 | -1 | 0 | 97 | 1 | 96 | 98 | 1
Results for CC(C)C(NC(=O)c1ccc(F)cc1)C(=O)OCC(=O)N1CC(=O)Nc2ccccc21 (stereo not drawn) = 3 | -3 | -4 | -0.1 | -6 | -2 | 92 | -2 | 93 | 98 | -4

Next structures follow.
SMILES | ABCG2 inh | Bim-Bcl-W | Bcl-XL Bim block | ABCB1 block | Bcl-B Bim block | Mcl-1 Bim block | RGS7-Gao | Bim-Bfl-1 | RGS4-Gao reg | RGS8-Gao reg | Bcl-2 Bim block
CCCC(=O)Nc1cccc(S(=O)(=O)N(C)c2ccccc2)c1 | -1 | -4 | -7 | -0.7 | -6 | -7 | 100 | -5 | 101 | 101 | -4
Cc1cc(SCC#N)n2nc(C)c(-c3ccccc3)c2n1 | 18 | 2 | 0 | 1.3 | -5 | 2 | 98 | -1 | 99 | 100 | -4
Cc1ccc2nsnc2c1S(=O)(=O)N1CCN(Cc2ccc3c(c2)OCO3)CC1 | 1 | -1 | -1 | 0.3 | -2 | -5 | 100 | -3 | 98 | 100 | -5
CCSc1nc2c(c(-c3ccc(C)o3)c1C#N)CCCC2 | 2 | 0 | -1 | 0.0 | -3 | -2 | 95 | 7 | 95 | 81 | -1
COc1ccc(N2CCN(C(=O)CN(Cc3ccccc3)S(C)(=O)=O)CC2)cc1 | 2 | 0 | -9 | -0.2 | -8 | -1 | 104 | -17 | 105 | 104 | -10
O=C(Nc1ccccc1C(F)(F)F)N1CCN(c2ccc3nncn3n2)CC1 | 1 | -3 | -10 | 0.4 | -1 | -6 | 100 | -5 | 105 | 100 | -3
COc1cccc(C2CC(C(F)(F)F)n3ncc(C(=O)NC(C)(C)C)c3N2)c1 (stereo not drawn) | 21 | 0 | -5 | 1.4 | -7 | -3 | 98 | -17 | 104 | 101 | -11
